High-throughput results (PubChem)
GalR3 antag – human GalR3 antagonism; O60755; HEK293 GalR3-CNG cAMP membrane potential fluorescence; galR3 body fused to GalR1 C-terminus; inhibition, % at 3 µM; actives 0.44% (n = 360,000);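 active means inhibition above the screen-wide average plus 3 SD, cut at about 13% in these data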;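 further: forskolin and galanin both at EC90 stimulate the cells; cAMP rise reported by CNG channel membrane potential dye signal; 0% = forskolin plus galanin with DMSO and 100% = forskolin alone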
Target sequence (O60755 1-299 limits assumed): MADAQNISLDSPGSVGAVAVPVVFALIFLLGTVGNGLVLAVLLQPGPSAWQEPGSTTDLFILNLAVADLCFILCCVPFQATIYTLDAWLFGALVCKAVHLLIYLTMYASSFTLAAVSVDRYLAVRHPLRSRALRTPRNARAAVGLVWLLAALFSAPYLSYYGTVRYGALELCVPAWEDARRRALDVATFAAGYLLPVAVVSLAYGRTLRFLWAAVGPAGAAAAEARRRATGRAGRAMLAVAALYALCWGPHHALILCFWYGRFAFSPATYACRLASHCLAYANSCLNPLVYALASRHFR
CRFBP-R2 agonist – agonists of human CRF-binding protein/CRF-R2 receptor complex. HEK293 CRF-R2/CRF-BP, calcium dye fluorescence (FLIPR); percent of saturating CRF peptide response. activation, % at 13.2 µM. actives 0.46% (n = 350,000);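 active means activation of at least 50%, plus an integration ratio under a set limit after plate pattern correction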;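 further: plate controls were neutral control wells without compound for no effect and CRF at EC100 for full effect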
IDE cell activ – activators of human insulin-degrading enzyme in cells. P14735. HEK cells, FAbeta-B cleavage, fluorescence polarization; 0% vehicle, 100% cell-free pure enzyme wells. activation, % at 5.96 µM. actives 0.073% (n = 340,000). AID 493087;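 active means activation above the mean of all tested compounds plus 3 SD, set per screening campaign, cut at about 17% in these data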
IDE cell inh – inhibitors of human insulin-degrading enzyme in cells. P14735. HEK cells, FAbetaB cleavage, fluorescence polarization. inhibition, % at 5.59 µM. actives 0.41% (n = 320,000). AID 434962;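 active means percent inhibition above the average of all tested compounds plus 3 SD, set per screening campaign, cut at about 16% in these data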;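 further: IDE supplied by intact live HEK cells; FP after avidin binding of uncleaved biotin substrate so inhibition keeps polarization high; 0% = DMSO wells and 100% = 60 µM reference IDE inhibitor Ii1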
CHRM4 PAM – positive allosteric modulators of human muscarinic M4 receptor; P08173; CHO-K1 hM4/Gqi5, Fluo-8 calcium fluorescence, ACh EC20; 0% = ACh EC20, 100% = maximal ACh; activation, % at 3 µM; actives 0.4% (n = 360,000); AID 624126;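 active means activation above its plate's cutoff, the mean activation of sample wells plus 3 SD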; further: some results filed as inactive read as strong as hits
MEKK3 PB1 HTS – MEKK3-MEK5 PB1 interaction, increase or decrease; actives 1.4% (n = 290,000); Q99759; bead-based flow cytometry, Alexa488-MEK5 binding to MEKK3; actives lie on both sides; 0 = blocked by unlabeled MEK5, 100 = vehicle; binding response (% of control), % at 10 µM; AID 1529;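 active means binding response more than 3 SD above or below the average of its plate-row segment, actives on both sides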;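 further: Alexa488 bead fluorescence after subtracting the streptavidin-only scavenger bead signal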
Target sequence (Q99759 whole entry, looked up): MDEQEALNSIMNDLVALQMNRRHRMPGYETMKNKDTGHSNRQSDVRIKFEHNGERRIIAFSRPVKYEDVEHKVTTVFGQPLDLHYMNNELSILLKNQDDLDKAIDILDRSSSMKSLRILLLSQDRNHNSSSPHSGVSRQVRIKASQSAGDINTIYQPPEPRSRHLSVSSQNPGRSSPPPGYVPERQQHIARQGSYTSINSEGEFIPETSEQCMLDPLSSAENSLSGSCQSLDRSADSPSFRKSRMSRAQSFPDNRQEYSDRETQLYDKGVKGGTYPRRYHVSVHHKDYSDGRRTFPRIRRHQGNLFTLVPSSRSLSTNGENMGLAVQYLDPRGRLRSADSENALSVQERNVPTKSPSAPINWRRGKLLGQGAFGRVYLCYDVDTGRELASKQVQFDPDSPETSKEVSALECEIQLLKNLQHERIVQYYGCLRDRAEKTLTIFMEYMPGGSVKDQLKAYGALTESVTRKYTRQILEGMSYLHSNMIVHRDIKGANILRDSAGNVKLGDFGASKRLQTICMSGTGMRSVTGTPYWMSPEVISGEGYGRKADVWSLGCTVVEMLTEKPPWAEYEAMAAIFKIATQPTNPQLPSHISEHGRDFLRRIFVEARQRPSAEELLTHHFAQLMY
PHOSPHO1 block – PHOSPHO1 (human) inhibition; Q8TCT1; recombinant PHOSPHO1, absorbance phosphatase assay; inhibition, % at 13.3 µM; actives 1.1% (n = 290,000); AID 1565; in the data active means inhibition above about 60%
p-CIP stab down – compounds decreasing mouse p/CIP protein stability. actives 0.01% (n = 290,000). decrease of EGFP signal, % at 10 µM. F442A p/CIP-EGFP cells, EGFP fluorescence, 16 h. Q05BA5;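 active means EGFP signal decrease of at least 30% at 10 µM or well 3 SD below plate mean, unless failing retest; inactive means the rest, including hits failing retest or dose response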; further: some compounds called inactive have numbers as strong as hits; many of its hits are not listed in these tables
CRFR2-BP antag – blocks CRF-induced signaling of the CRF-BP/CRF-R2 complex; inhibition, % at 11.8 µM; HEK293 CRF-R2/CRF-BP, CRF-induced calcium fluorescence; actives 0.59% (n = 350,000); AID 588475;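 active means inhibition of the ligand-induced calcium signal above about 50% at the single tested concentration, limit read from the data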
* hit, by the source's call; . = no result given; [ ] = dose if it differs, or a comment.

item	smiles	GalR3 antag	CRFBP-R2 agonist	IDE cell activ	IDE cell inh	CHRM4 PAM	MEKK3 PB1 HTS	PHOSPHO1 block	p-CIP stab down	CRFR2-BP antag
1	CCOc1ccc2nc(NC(=O)CCn3cccc3)sc2c1	-0.7	-0.9	6.1	-0.5	0.1	98.0	8.6	1.8	-12.1
2	S=C(NCCc1ccccc1)N1CCN(C2CCCCC2)CC1	-3.5	1.9	-4.2	9.0	-10.2	104.0	6.2	-1.3	-4.9
3	O=C(Nc1ccc(N2CCN(C(=O)c3ccccc3F)CC2)cc1)c1ncn[nH]1	-1.9	-0.1	1.1	3.8	-2.2	103.0	-17.0	6.8	4.0
4	COC(=O)c1ccc(CS(=O)(=O)c2ccccc2C)o1	3.9	-1.1	4.0	2.4	12.1	99.0	.	.	8.8
5	CCCn1c(=O)c2c(C(=O)OCC)cc(-c3ccco3)nc2n(CCC)c1=O	-5.1	-1.2	10.2	.	12.6	.	11.5	-11.0	-14.5
6	Cc1cc(CN(C)Cc2c(C(=O)N3CCCCCCC3)nc3ccc(Cl)cn23)n[nH]1	-5.3	-1.1	0.0	7.0	-0.8	99.0	10.9	0.4	4.5
7	COc1ccccc1NC(=S)NCc1ccccc1	-4.4	-0.4	1.6	2.0	-0.9	105.0	23.9	-0.2	15.8
8	COc1ccc(CNC(=O)CCc2ccc(S(=O)(=O)N3CCCCCC3)cc2)cc1OC	4.4	0.1	1.0	.	1.2	.	.	.	-6.1
9	CN(C)c1ccc(C2N(C(=O)N3CCOCC3)CCN2S(=O)(=O)c2ccccc2)cc1 (configuration not stated)	-2.2	-0.1	5.3	3.3	6.9	98.0	2.3	-5.4	1.4
10	COc1ccc(NC(=O)C2CCCCN2S(=O)(=O)c2ccc(F)cc2)c(OC)c1 (configuration not stated)	-0.6	0.4	6.0	-5.7	2.1	98.0	-3.0	-4.7	-15.1
11	O=C(c1ccc(S(=O)(=O)Nc2ccccc2Cl)cc1)N1CCOCC1	-4.2	0.7	-0.5	-2.0	0.9	.	.	.	12.3
12	O=C(O)CCC(=O)Nc1ccc(C(=O)N2CCCCC2)cc1	-0.5	-2.2	1.4	0.0	9.3	105.0	21.5	-12.2	-7.9
13	O=C(CCl)Nc1ccc2c(c1)OCO2	-0.6	-0.3	1.9	2.6	-3.4	94.0	-5.1	7.7	0.0
14	Cc1ccccc1Cn1cc(NC(=O)c2noc3c2CC(C(C)(C)C)CC3)cn1 (configuration not stated)	-5.2	4.6	7.9	0.3	8.4	99.0	2.3	0.4	-37.6
15	CCOC(=O)/C(C#N)=C/C1=C(N2CCCC2)CC(C)(C)OC1	0.6	-0.3	4.2	-0.9	-0.9	102.0	21.4	7.8	3.4
16	CC1CC(C(F)(F)C(F)(F)F)n2nc(C(=O)O)cc2N1 (configuration not stated)	-2.0	-0.8	-2.0	-0.1	5.1	.	-8.1	-1.1	-6.8
17	COc1ccc(NC(=O)N2CCN(S(=O)(=O)c3ccc(F)cc3)CC2)c(OC)c1	5.2	2.0	3.1	.	-3.8	104.0	27.4	-7.2	4.6
18	O=c1c2ccccc2nc2n1CCC2	-1.8	2.0	0.2	-0.9	1.8	100.0	22.4	4.5	-1.0
19	OCCN1C2=NCCCN2c2ccccc21	-10.7	0.5	3.2	4.6	2.3	104.0	22.9	-16.2	2.2
20	C#CCNC(=O)c1cccn1-c1ncc(C(F)(F)F)cc1Cl	6.2	-0.5	6.8	-0.6	-3.3	100.0	-3.4	-23.0	-7.8

The list goes on; the last four above are carried over.
item	smiles	GalR3 antag	CRFBP-R2 agonist	IDE cell activ	IDE cell inh	CHRM4 PAM	MEKK3 PB1 HTS	PHOSPHO1 block	p-CIP stab down	CRFR2-BP antag
17	COc1ccc(NC(=O)N2CCN(S(=O)(=O)c3ccc(F)cc3)CC2)c(OC)c1	5.2	2.0	3.1	.	-3.8	104.0	27.4	-7.2	4.6
18	O=c1c2ccccc2nc2n1CCC2	-1.8	2.0	0.2	-0.9	1.8	100.0	22.4	4.5	-1.0
19	OCCN1C2=NCCCN2c2ccccc21	-10.7	0.5	3.2	4.6	2.3	104.0	22.9	-16.2	2.2
20	C#CCNC(=O)c1cccn1-c1ncc(C(F)(F)F)cc1Cl	6.2	-0.5	6.8	-0.6	-3.3	100.0	-3.4	-23.0	-7.8
21	CN(CC(=O)NC1CCCCCC1)S(=O)(=O)c1ccc(Br)cc1	1.4	-1.9	4.4	0.6	15.0	96.0	27.6	6.9	0.6
22	O=C(COc1ccc(S(=O)(=O)NC2CCCCC2)cc1Cl)NCc1cccnc1	-5.6	-3.8	-0.1	2.0	-6.8	103.0	21.5	-19.2	80.1*
23	CC(C)C(=O)NNC(=O)CC(=O)Nc1ccccc1C(=O)O	3.0	-0.5	2.2	4.2	2.8	100.0	27.3	-13.9	-3.9
24	CCOC(=O)N1CCC(c2nc(C)sc2C(=O)O)CC1	0.9	-0.2	12.3	-1.0	12.8	99.0	16.0	-13.3	5.1
25	COc1ccccc1C(=O)NCCC(=O)Nc1cccnc1	-5.0	-0.1	3.6	9.0	0.8	73.0*[inhibitor]	46.5	-12.5	0.6
26	CC(C)c1ccc(O)c(N)c1	5.5	0.8	4.4	-5.0	0.6	97.0	27.6	25.2	-16.2
27	CCn1c(SCC(=O)c2[nH]c(C)c(C(C)=O)c2C)nnc1-c1cccs1	-7.6	1.4	-0.8	-1.8	-18.4	101.0	33.0	-2.5	2.6
28	Cc1ccc(-n2nc(C)cc2NC(=O)c2ccc(C)s2)cc1	-1.3	-5.0	-0.5	-2.0	-34.0	100.0	-13.9	-4.6	-15.6
29	N=C(N=C(N)N)N1CCc2ccccc21	-4.3	-0.2	6.6	-1.2	2.2	95.0	51.2	-24.0	21.1
30	Cc1ccccc1CSCc1nc2ccccc2[nH]1	-4.5	-1.4	-1.1	0.1	2.3	106.0	-14.7	3.6	-24.1
31	Cc1[nH]c2ccc(C(=O)NCCCN3CCCC3)cc2c1C	0.8	-0.8	1.9	0.5	-5.2	104.0	27.9	12.0	-6.8
32	COc1cccc(/C=C2\SC(=S)N(NC(=O)c3ccncc3)C2=O)c1	14.1*	-1.8	3.4	2.7	-6.3	98.0	8.0	-12.3	11.6
33	O=c1[nH]c(=S)[nH]cc1Oc1ccc(Cl)cc1Cl	-7.1	-0.5	-3.5	.	5.9	109.0	18.5	-0.6	-6.6
34	O=C(/C=C/NNC(=O)c1ccccc1)c1ccc([N+](=O)[O-])cc1	-6.7	-0.8	2.9	6.3	3.5	102.0	-0.5	-3.9	-5.7
35	COc1cc2c(cc1OC)C(c1ccccc1O)NCC2 (configuration not stated)	-9.5	-0.2	1.6	2.5	1.8	105.0	.	-14.8	3.3
36	CC(=O)Nc1ccc(C(=O)NC2CCSc3ccccc32)cc1 (configuration not stated)	-0.7	1.3	-3.6	6.5	2.0	99.0	-0.3	13.3	21.7
37	COc1cc(NC(=O)c2cccc(C)c2)c(OC)cc1NC(=O)CN1CCCCC1	-2.1	-0.1	8.7	0.4	1.0	90.0	-10.2	-3.0	-3.7
38	N#Cc1nc(-c2ccc(F)cc2)oc1N1CCCCC1	-11.7	-6.7	-4.0	8.8	-9.6	100.0	-2.4	-20.1	-6.1
39	CCN(CC(=O)Nc1ccc(S(=O)(=O)N2CCCC2)cc1)CC(=O)Nc1ccccc1C(F)(F)F	-5.9	-0.9	-2.9	5.1	-2.6	.	.	.	1.8
40	CSc1nc(C)c(Oc2ccccc2)c(=O)n1C	-3.4	-0.3	1.6	-1.6	3.9	-1.0*[inhibitor]	-7.3	3.8	17.6
41	Cc1ccc(NC2CCCN(C(=O)CCN3CCOCC3)C2)cc1C (configuration not stated)	-3.1	-0.4	7.4	1.4	0.7	99.0	41.8	-10.5	3.3
42	Cc1ccc(C(C)C)c(OCC(O)CN2CCOCC2)c1 (configuration not stated)	-6.8	1.5	0.3	-2.5	-2.9	102.0	5.1	-4.4	-16.4
43	CC(C)(C)c1cc(NC(=O)c2cccnc2)no1	-3.1	-0.1	5.7	-1.4	10.4	97.0	18.6	-3.7	-1.9
44	Nc1ccc(C=C2C=Cc3ccccc32)cc1	-1.4	-2.6	1.4	.	2.4	.	.	.	-8.2
45	C/C(=N\NC(N)=S)C1=CCC2C3CC[C@H]4CC(O)CC[C@]4(C)C3CC[C@]12C (some centres not stated)	-9.3	-1.2	3.6	5.4	4.1	105.0	1.2	-15.0	-17.4
46	CN(C)c1ncc(S(=O)(=O)c2ccccc2)c(N)n1	-11.6	-1.0	10.6	3.6	2.3	103.0	7.7	0.7	7.5
47	CCCCN(C(=O)c1ccc(N2CCCC2=O)cc1)c1c(N)n(CCCC)c(=O)[nH]c1=O	-6.6	-0.4	3.8	1.3	8.2	.	.	.	3.5
48	C=C(C)C(=O)Nc1cccc(C2=NOC3(C2)C[C@@H](C(N)=O)N(C(=O)c2cc([N+](=O)[O-])cc([N+](=O)[O-])c2)C3)c1 (some centres not stated)	-3.4	-0.7	2.9	7.3	3.3	96.0	26.5	0.7	5.5
49	CCCc1nc(-c2cc3cc(C)ccc3[nH]c2=O)no1	-5.6	-0.1	1.0	0.6	9.6	114.0	76.8*	-8.1	-0.9
50	O=C1/C(=C/c2ccc(F)cc2)SC(=S)N1N1CCOCC1	-4.8	3.9	5.9	5.8	1.4	95.0	-14.8	-15.2	-6.7
51	CC1(C)OC(=O)N(c2cccnc2)C1(C)O (configuration not stated)	-2.5	1.5	1.1	1.9	-2.9	100.0	0.2	-1.9	-10.8
52	CCCOC(=O)c1ccc(Nc2cc(C)nc3ncnn23)cc1	-1.8	-1.5	-4.7	-1.2	-1.0	100.0	7.2	-1.3	21.4
53	O=C(Cc1ccc(Cl)cc1)Nc1ccc2c(c1)C(=O)NC2=O	-4.1	1.0	-0.7	0.1	-6.7	84.0	32.8	-4.3	-11.4
54	COc1ccc2c(C)c(CCC(=O)NC3CC3)c(=O)oc2c1C	-8.2	3.0	-1.1	0.4	0.2	102.0	8.3	-14.0	-5.8
55	O=C(Nc1cccc(C(F)(F)F)c1)/C(=C/c1ccco1)NC(=O)c1cccs1	-1.4	-0.1	0.1	0.8	15.1	.	-42.6	-2.6	-30.2
56	CCC1=NN2C(=N)/C(=C\c3ccc(SCc4ccco4)o3)C(=O)N=C2S1	-2.5	29.1	-20.0	21.9*	0.8	106.0	83.3*	-64.5	-31.1
57	COC(=O)c1sccc1NC(=S)Nc1cc(C)ccc1OC	0.5	1.0	4.8	4.5	1.8	100.0	-25.8	0.3	0.7
58	COC(=O)c1sc2ncn(CC(=O)N(C)C3CCCCC3)c(=O)c2c1C	-8.4	0.8	3.4	-2.6	-2.7	103.0	28.0	-16.3	5.5
59	CC(C)c1ccc(N(C(=O)c2csnn2)C(C(=O)NC2CCCC2)c2cccnc2)cc1 (configuration not stated)	-3.8	-1.2	2.5	-3.3	1.6	102.0	26.5	-0.4	7.3
60	N#CC1CCCc2c1[nH]c1ccc([N+](=O)[O-])cc21 (configuration not stated)	0.6	1.0	.	3.5	-4.0	88.0	27.7	-9.9	8.2
61	Cn1c(NC(=O)C(C)(C)Oc2ccc(Cl)cc2)cc(=O)n(C)c1=O	1.4	-1.1	-1.9	-6.4	-5.0	90.0	18.6	-12.3	0.1
